PP5 primary – inhibitors of human protein phosphatase 5 (PP5); purified PP5c, OMFP substrate fluorescence; inhibition, % at 6.7 µM; 320,000 tested, 0.18% active; AID 1987;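 active means inhibition above the campaign's mean inhibition across all tested compounds plus 3 SD, cut at about 9.5% in these data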;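 further: 0% = DMSO only and 100% = 100 µM cantharidin control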
Target sequence (P53041 whole entry, looked up): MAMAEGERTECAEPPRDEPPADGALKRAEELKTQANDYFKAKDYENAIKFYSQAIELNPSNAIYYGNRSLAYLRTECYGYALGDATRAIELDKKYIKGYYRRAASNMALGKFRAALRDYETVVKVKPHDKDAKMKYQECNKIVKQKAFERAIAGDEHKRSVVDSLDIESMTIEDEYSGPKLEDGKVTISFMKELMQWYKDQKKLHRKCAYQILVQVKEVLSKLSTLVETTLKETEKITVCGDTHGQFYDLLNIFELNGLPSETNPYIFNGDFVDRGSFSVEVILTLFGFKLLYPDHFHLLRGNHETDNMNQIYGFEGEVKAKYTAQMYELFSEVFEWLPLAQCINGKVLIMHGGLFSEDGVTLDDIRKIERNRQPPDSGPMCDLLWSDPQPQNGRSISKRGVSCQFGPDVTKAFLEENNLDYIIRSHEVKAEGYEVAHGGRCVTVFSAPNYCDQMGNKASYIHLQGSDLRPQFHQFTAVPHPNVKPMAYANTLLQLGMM
Fh CTSL1 inh – blocks F. hepatica cathepsin L1 in PFM18AAP counter-screen. inhibition, % at 5.96 µM. 300,000 tested, 0.49% active. recombinant F. hepatica cathepsin L1, Z-Leu-Arg-MCA fluorescence. AID 1906;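 active means inhibition above the mean of all tested compounds plus 3 SD, set per screening campaign, cut at about 17% in these data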;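 further: 0% = plate median of test compound wells and 100% = 1 µM Z-Phe-Ala-diazomethylketone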
GASC-1 inh – inhibitors of human GASC-1 (JMJD2C) demethylase; Q9H3R0; GST-JMJD2C(1-420) H3K9me3 demethylation, DELFIA europium; inhibition, % at 2.35 µM; 330,000 tested, 0.069% active; AID 2099;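 active means more than half of a compound's replicate wells show inhibition beyond 50%, single wells judged on their own value; inconclusive means some, but no more than half, of replicates pass 50% inhibition; inactive means no replicate passes 50% inhibition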;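 further: signal counts dimethyl H3K9 product captured on neutravidin plate; 0% = median of DMSO wells and 100% = 0.3 times that DMSO median; strong numbers were not always called active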
HCV core dimer – blocks dimerization of HCV core protein; 300,000 tested, 0.33% active; AID 1899; TR-FRET GST/Flag-core106 dimerization, 1536-well; inhibition, % at 5 µM;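 active means inhibition above the mean of all tested compounds plus 3 SD, set per screening campaign, cut at about 45% in these data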
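Material: Tagged HCV core106 pair (GST and Flag) | Amount: GST-core106 13.5 nM, Flag-core106 17 nM | Medium: KF-containing HEPES buffer, pH 7.45, DTT, CHAPS, BSA | Reagent: Eu donor and XL665 acceptor anti-tag antibodies | Schedule: 4 h at 22.5 °C | Technique: Time-resolved FRET, ex 340 nm, em 617 and 671 nm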
Efflux pump mplx – blocks antifungal efflux pumps in multiplex yeast assay. inhibition, % at 10 µM. 330,000 tested, 0.44% active. S. cerevisiae Candida pump triplex, Nile Red efflux;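 active means plate passing quality check with inhibition over a set limit, or well fluorescence over plate mean plus 4 SD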;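 further: Nile Red retained in pooled yeast measured as flow cytometry median fluorescence; 0% = buffer negative control and 100% = Enniatin B positive control; higher means more Nile Red kept so more efflux inhibition; some compounds called inactive have numbers as strong as hits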
proCasp7 act – counter-screen for procaspase-3 activators: activators of human procaspase-7; recombinant procaspase-7, Ac-DEVD-pNA absorbance 405 nm; D23A/D198A/D206A triple mutant, cannot self-cleave; scale: DMSO 0, 5 µM enzyme 100; activation, % at 8.5 µM; 330,000 tested, 0.093% active;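 active means percent activation above the screen-wide mean plus 3 SD, cut at about 25% in these data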
Target sequence (P55210 whole entry D23A/D198A/D206A): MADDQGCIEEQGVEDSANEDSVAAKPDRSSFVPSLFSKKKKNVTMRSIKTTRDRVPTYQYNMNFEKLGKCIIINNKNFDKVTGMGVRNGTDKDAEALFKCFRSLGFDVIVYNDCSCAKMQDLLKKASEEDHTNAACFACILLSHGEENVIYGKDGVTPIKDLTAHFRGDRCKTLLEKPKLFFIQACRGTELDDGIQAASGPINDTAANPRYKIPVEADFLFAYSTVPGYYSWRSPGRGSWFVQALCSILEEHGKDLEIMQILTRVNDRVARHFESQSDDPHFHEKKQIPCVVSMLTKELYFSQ
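Replicates: singlicate. Assay system: Procaspase-7 triple mutant (PC-7 D3A). Signal: 405 nm absorbance of p-nitroaniline. Times: 1 h preincubation, 2 h reaction. Buffer or medium: Zinc-free HEPES pH 7.4 with 300 mM NaCl, 0.01% Triton X-100. Also added: DEVD-pNA substrate. Benchmarks: DMSO wells as 0%, DMSO with 5 µM added PC-7 as 100%.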
TPT1 inhibitor – inhibitors of Candida albicans tRNA 2'-phosphotransferase TPT1; inhibition, % at 5 µM; recombinant caTPT1, FP RNA substrate dephosphorylation; 300,000 tested, 0.81% active; AID 1962;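 active means inhibition above the mean of all tested compounds plus 3 SD, set per screening campaign, cut at about 24% in these data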;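 further: plate controls were DMSO alone for no effect and ferristatin control at 100 nM for full effect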
PP1 inh – PP1-alpha (human) inhibition in PP5 counter-screen; P62136; purified PP1alpha, OMFP fluorescence; inhibition, % at 6.7 µM; 320,000 tested, 0.9% active;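 active means inhibition above the mean inhibition of all tested compounds plus 3 SD, computed separately for each screening campaign, cut at about 15% in these data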
procasp3 activ – procaspase-3 (human) activation | P42574 | recombinant procaspase-3 D3A, Ac-DEVD-pNA absorbance 405 nm | activation, % at 8.5 µM | 330,000 tested, 0.11% active | AID 463141;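 active means activation above the mean of all tested compounds plus 3 SD, cut at about 21% in these data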;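 further: 0% = DMSO alone and 100% = DMSO wells spiked with extra 5 µM PC-3 D3A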
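Assay system: Procaspase-3 D3A mutant, all three cleavage aspartates alanine. Buffer or medium: Zinc-free HEPES saline buffer with Triton X-100. Times: 1 h compound preincubation, 2 h substrate hydrolysis at 25 °C. Measured by: 405 nm absorbance of p-nitroaniline, reads at 0 and 120 min. Read-out basis: percent activation relative to control range. Replicates: singlicate.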
* = called active by the depositor; ? = inconclusive; / = no result given; & = joins results of further samples.

canonical_smiles,PP5 primary,procasp3 activ,Fh CTSL1 inh,GASC-1 inh,Efflux pump mplx,proCasp7 act,TPT1 inhibitor,PP1 inh,HCV core dimer
COc1cccc(NS(=O)(=O)c2ccc(OC)c(OC)c2)c1,0.4,-1,-2,13,0.0,1,-2,-7,-2
COc1ccccc1-c1noc(CCC(=O)NC2CCCCC2)n1,-4.0,-3,-1,16,-0.5,-4,2,-3,12
CC1(C)CC(=O)C(C(c2ccco2)C2C(=O)CC(C)(C)CC2=O)C(=O)C1,0.6,-17,3,-1,0.0,-7,0,-2,-9
Cc1nn2c(-n3ccnc3)c3c(nc2c1-c1ccccc1)CCC3,1.6,-6,2,5,0.0,0,-8,-4,4
Cc1ccccc1CN(C)CC(=O)NC(C)CCc1ccccc1 (configuration not stated),-0.2,8,1,2,0.2,2,-2,1,2
COc1ccc(C(C(=O)NC2CCCCC2)N(C(=O)c2snc(C(N)=O)c2N)c2ccc(OC)cc2OC)cc1 (configuration not stated),7.5,-23,0,-14,0.2,20,1,0,20
CCN(CC)C(=O)C1CCCN(C/C(C)=C/c2ccccc2)C1 (configuration not stated),3.8,-5,1,11,0.2,-2,-1,0,0
O=C(OCc1nc2ccccc2s1)c1cccc(S(=O)(=O)N2CCOCC2)c1,0.2,5,-3,-1,-0.1,5,3,-2,1
COc1ccc(NC(=O)NC2CCCCCCC2)cc1,2.3,2,0,10,0.4,-11,0,-4,-1
CN(CCN1CCOCC1)Cc1nc(-c2ccccc2)no1,-1.2,5,1,16,-0.1,7,1,-2,3
Cc1cc(S(=O)(=O)Nc2c(NC3CCCCC3)c3ccccc3oc2=O)ccc1F,1.6,-1,4,6,-0.2,-3,-3,2,6
O=C(CCN1CCN(Cc2ccccc2)CC1)Nc1cccc(Cl)c1,1.6,-11,-2,-6,0.1,4,2,-3,-2
O=C(CSc1nnc(-c2ccc(F)cc2)o1)NC1CCCCC1,-1.7,3,-4,2,0.0,8,-1,-2,-2
COc1ccc(-n2nnnc2SCC(=O)N2CCCC2=O)cc1,1.8,4,/,8,-0.3,7,/,-2,/
O=C(CSc1nnnn1-c1ccccc1)N1CCNC1=O,1.2,0,-3,8,0.0,-9,-5,-3,3
CCOC(=O)CNc1nc(C(C)(C)C)nc2c1nnn2Cc1ccccc1Cl,5.7,1,4,19,0.1,-4,2,4,1
CC(=O)NC1=NN(C(C)=O)C2(CCCCC2)S1,-1.1,-4,3,-14,0.0,0,1,-11,-19
CCOc1ccc(CN(C)C(C)C(=O)NCc2ccccc2)cc1 (configuration not stated),-0.2,11,2,/,-0.1,8,-4,1,-2
c1ccc(-c2nc(-c3ccncc3)no2)cc1,-1.8,1,1,?,0.1,-9,-4,-2,-1
O=C(CNC(=S)NC(=O)c1ccc(Cl)cc1)c1ccccc1,-0.9,-7,-1,6,0.0,-17,0,2,5
O=C(CN(Cc1ccccc1)S(=O)(=O)c1ccc(Cl)cc1)NCC1CCCO1 (configuration not stated),3.0,4,1,11,0.1,12,3,-2,-2
Cc1cc(NC(=O)Nc2ccc(F)cc2F)n(C)n1,-1.5,0,-2,0,0.0,-1,-4,-1,-1
COc1ccc(Cn2c(=O)[nH]c3cc(C(=O)Nc4ccc(N5CCN(C)CC5)cc4)ccc32)cc1,0.8,-2,-3,6,0.0,8,-3,1,-11
COC(=O)/C(C#N)=C/c1ccc(C)o1,7.4,4,2,-14,0.0,4,3,-2,-2
O=C(NNC(=O)c1c(F)cccc1F)c1ccccc1-n1cccc1,-2.2,4,-7,9,0.0,6,0,-6,0
Cc1cc(C(=O)CN2C(=O)C(=O)N(CC(C)C)C2=O)c(C)n1-c1ccccc1F,1.0,7,3,-2,0.0,5,2,-2,7
Cc1cc(NC(=O)CSc2cn(CC(=O)N(C(C)C)C(C)C)c3ccccc23)no1,-1.2,7,0,0,0.0,-6,1,6,0
Cc1ccc(NC(=O)C2C3CCCC2C3c2ccccc2)c(C)c1 (configuration not stated),-0.4,-1,0,6,-0.1,18,-3,-4,3
COc1ccccc1N1CCN(C(=O)CN(c2ccccc2OC)S(=O)(=O)c2ccccc2)CC1,-1.0,-6,-1,2,-0.1,4,-1,-2,1
COc1ccc(OC)c(NC(=S)N(CCc2c(C)[nH]c3ccc(C)cc23)Cc2cccs2)c1,1.3,-7,12,18,-0.1,-1,-3,-2,-7
O=C(Nc1ccccc1F)Nc1cccc2ccc(O)cc12,2.0,-3,1,-26,0.4,-21,3,-1,10
COCc1cc(C)nc2sc(C(=O)Nc3ccc(C(=O)OC)cc3)c(N)c12,2.5,5,2,-3,0.0,4,1,-4,-8
Cc1c(CC(=O)O)c(=O)oc2cc(OCc3ccc(F)cc3F)ccc12,0.5,7,3,0,-0.2,9,-5,-1,-9
Cc1ccc(C(=O)OCC(=O)NCCN2C(=O)CSC2=O)cc1,2.4,-4,-9,-1,0.5,-9,1,-1,-5
CC(=O)c1cnc(Nc2ccc(C)cc2)s1,-1.2,7,-1,-5,0.1,4,-1,-4,1
CCC(C)NCCOCCSc1ccc(Cl)cc1 (configuration not stated),1.2,10,2,-2,0.1,3,-2,-2,0
CC(=O)Nc1ccc(NC(=O)c2cc([N+](=O)[O-])cc([N+](=O)[O-])c2)cc1,2.0,5,-1,15,0.2,4,-1,2,0
COc1ccc(C(=O)N(c2ccc(C)cc2)C2C=CS(=O)(=O)C2)cc1OC (configuration not stated),-1.1,3,-2,12,0.0,-1,-2,1,-1
C#CCOCCOCCOCCNc1nc(N2CCN(C(=O)CCCCCCCCCCNC(=O)[C@H](CCCCN)n3cc(CCO)nn3)CC2)nc(N2CCN(C(=O)CCCCCCCCCCNC(=O)[C@@H]([C@H](C)O)n3cc(C)nn3)CC2)n1,0.6,2,2,/,0.1,5,-2,15,-8
Cc1nnc2c(N3CCN(C(=O)c4ccco4)CC3)nc3ccccc3n12,1.3,11,1,39,0.0,-3,-1,3,0
Cc1ccc(C)c(NS(=O)(=O)c2cc3c4c(c2)CC(=O)N4CCC3)c1,0.1,12,0,-5,-0.2,5,-2,7,-3
Cc1ccc(NC(=O)COC(=O)C2CCN(c3ccc(C(F)(F)F)cn3)CC2)cc1,7.0,9,/,-3,0.1,4,/,4,/
CCOC(=O)C1CCCN(C(=O)c2ccc(CNS(=O)(=O)c3ccc(C)cc3)cc2)C1 (configuration not stated),-1.9,-3,4,-5,0.0,4,-4,-2,-2
O=C(NCCCN1CCCC1=O)c1ccccc1NS(=O)(=O)c1ccc(F)cc1,-1.1,6,2,3,-0.1,3,-2,-5,1
O=C1C=C(O)C(n2cncn2)C(c2cc(F)ccc2F)C1 (configuration not stated),0.7,-4,-3,0,0.3,8,3,7,-3
COc1cc(C(=S)N2CCOCC2)cc(Br)c1OS(=O)(=O)c1ccccc1,3.2,5,5,3,0.3,4,0,3,4
O=C(N1CCOCC1)n1nnc2ccccc21,3.3,6,3,-19,-0.1,-5,4,2,-4
COc1ccc(CNC(=O)c2c([S-])n(-c3ccc(C)cc3)c3cccc[n+]23)cc1,0.5,4,0,-1,0.1,4,-1,-4,22
CC(=O)c1cccc(NC(=O)N2CCCC2C(=O)NCCc2ccccc2)c1 (configuration not stated),0.2,0,-5,4,-0.1,10,0,2,-4
O=c1cc(-c2ccccc2)nc(Cc2c(Cl)cccc2Cl)[nH]1,-0.3,-2,1,163,0.1,-6,0,-1,3
CCn1c2ccccc2c2cc(NC(=O)CSc3nnc(-c4ccccc4)o3)ccc21,4.6,-6,3,-1,0.2,6,4,-2,9
COc1ccc(CCNC(=O)CSc2ncnc3c2oc2ccccc23)cc1OC,0.6,4,2,2,0.0,11,4,-4,0
CN(Cc1cnc2nc(N)nc(N)c2n1)c1ccc(C(=O)N[C@@H](CCC(=O)O)C(=O)O)cc1,-0.5&0.7,2&-6,2&-1,-17,0.0&-0.1,-1&-14,-2&-5,0&3,10&0
CCc1ccc(CNC(=O)CCc2nnc(CCc3ccc(OC)cc3)o2)nc1,2.9,7,6,-1,-0.3,10,0,-6,7
O=C(CCS(=O)(=O)c1ccc(Cl)cc1)Nc1nnc(-c2cccs2)o1,-0.8,3,2,33,-0.1,4,2,3,-1
COc1ccc(OC)c(C2CC(c3c(-c4ccccc4)c4cc(Cl)ccc4[nH]c3=O)=NN2S(C)(=O)=O)c1 (configuration not stated),-3.3,5,-5,5,0.2,5,6,1,26

Carrying on.
canonical_smiles,PP5 primary,procasp3 activ,Fh CTSL1 inh,GASC-1 inh,Efflux pump mplx,proCasp7 act,TPT1 inhibitor,PP1 inh,HCV core dimer
O=C(O)CC12CC3CC(C1)CC(n1cncn1)(C3)C2,1.8,5,-2,-1,0.1,13,-1,2,-7
Cc1ccc(-n2cc3c(=O)n(C)c(=O)n(C)c3c2)cc1C,-0.8,0,0,-1,-0.1,-5,-8,1,4
COc1ccc(C2CC(=O)C3=C(C2)Nc2ncnn2C3c2ccccc2)cc1 (configuration not stated),0.0,2,-1,-3,-0.1,4,-1,1,-1
Cc1cc(NC(=O)COc2ccccc2C)no1,0.1,1,5,6,-0.1,3,0,-3,-4
O=C(CSc1nnc(-c2ccc(S(=O)(=O)N3CCCC3)cc2)o1)NCc1ccco1,3.9,-13,5,-3,0.0,-14,1,-6,5
Cc1ccc([N+](=O)[O-])cc1NC(=O)CN(C(=O)c1ccc(Cl)cc1)C1CCCCC1,-1.1,7,3,8,0.1,7,-2,-1,9
COc1ccccc1NC(=O)CN(Cc1ccco1)C(=O)c1ccc(Cl)nc1,1.0,-5,3,-10,-0.1,12,-5,-1,0
O=C(Cn1cc([N+](=O)[O-])cn1)NCc1cc2ccccc2[nH]1,-0.3,4,-1,1,-1.5,11,1,-2,-3
CC1CCN(C(=O)c2cc3c(=O)n4ccccc4nc3s2)CC1,0.0,-6,2,-3,0.0,-2,-4,0,-3
CC1CC(C)CN(CC(=O)N2CCCc3c2c(=O)oc2ccc(OCc4ccccc4)cc32)C1 (configuration not stated),6.1,1,2,2,-0.4,9,-3,5,16
CSc1nnc(C)c(/C=C/Nc2ccc(F)cc2F)n1,0.7,8,-1,0,-0.1,-4,-1,1,2
